PTPN22 inh 2: inhibitors of human LYP (PTPN22) phosphatase; AID 640; actives 0.21% (n = 96,000); Q9Y2R2; recombinant LYP catalytic domain, DiFMUP fluorescence; inhibition, % at 2 µM;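 active = inhibition at 2 µM at or above a set limit, the screen mean plus 3 SD, cut at about 24% in these data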;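 note: 0% = DMSO with enzyme and 100% = enzyme fully blocked by orthovanadate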
VCAM1 TNFa inh: reduces TNF alpha induced VCAM1 expression in HUVEC; HUVEC TNFa-induced VCAM-1 immunofluorescence, high-content imaging; inhibition, % at 2 µM; actives 0.48% (n = 95,000); AID 802;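 active = inhibition above the batch mean plus 3 SD, with images confirmed as a hit by eye, cut at about 37% in these data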;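 note: 0% = TNF-stimulated DMSO wells and 100% = unstimulated control wells; not every result past the cut was called active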
ERa coact inh: ER-alpha (human) coactivator binding inhibition | P03372 | TR-FRET ER-alpha LBD / SRC-1 peptide, estradiol-bound | inhibition, % at 25.6 µM | actives 1.7% (n = 86,000); in the data active = inhibition above about 50%;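 note: 0% = receptor plus peptide control and 100% = peptide only without receptor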
PTPN22 act: increases human PTPN22 phosphatase activity. Q9Y2R2. recombinant LYP, DiFMUP fluorescence; 0 = plate median, 100 = signal doubled. activation, % at 2 µM. actives 0.11% (n = 96,000);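 active = activation at 2 µM above a set limit, the mean plus 5 SD, cut at about 37% in these data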
PTK2B oligo ant: antagonists of human Pyk2 oligomerization; z-score (the deposit names both 25 µM and 10 µM); Q293 cells, Pyk2 FERM NanoBiT luminescence; active compounds read low; AID 1347419; actives 0.83% (n = 99,000);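 active = Z-score of -3 or lower, scaled per plate to the spread of control and sample wells; inactive = z-score above -3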;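 note: negative z-score means lost luminescence so less FERM oligomerization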
Target sequence (Q14289 whole entry, looked up): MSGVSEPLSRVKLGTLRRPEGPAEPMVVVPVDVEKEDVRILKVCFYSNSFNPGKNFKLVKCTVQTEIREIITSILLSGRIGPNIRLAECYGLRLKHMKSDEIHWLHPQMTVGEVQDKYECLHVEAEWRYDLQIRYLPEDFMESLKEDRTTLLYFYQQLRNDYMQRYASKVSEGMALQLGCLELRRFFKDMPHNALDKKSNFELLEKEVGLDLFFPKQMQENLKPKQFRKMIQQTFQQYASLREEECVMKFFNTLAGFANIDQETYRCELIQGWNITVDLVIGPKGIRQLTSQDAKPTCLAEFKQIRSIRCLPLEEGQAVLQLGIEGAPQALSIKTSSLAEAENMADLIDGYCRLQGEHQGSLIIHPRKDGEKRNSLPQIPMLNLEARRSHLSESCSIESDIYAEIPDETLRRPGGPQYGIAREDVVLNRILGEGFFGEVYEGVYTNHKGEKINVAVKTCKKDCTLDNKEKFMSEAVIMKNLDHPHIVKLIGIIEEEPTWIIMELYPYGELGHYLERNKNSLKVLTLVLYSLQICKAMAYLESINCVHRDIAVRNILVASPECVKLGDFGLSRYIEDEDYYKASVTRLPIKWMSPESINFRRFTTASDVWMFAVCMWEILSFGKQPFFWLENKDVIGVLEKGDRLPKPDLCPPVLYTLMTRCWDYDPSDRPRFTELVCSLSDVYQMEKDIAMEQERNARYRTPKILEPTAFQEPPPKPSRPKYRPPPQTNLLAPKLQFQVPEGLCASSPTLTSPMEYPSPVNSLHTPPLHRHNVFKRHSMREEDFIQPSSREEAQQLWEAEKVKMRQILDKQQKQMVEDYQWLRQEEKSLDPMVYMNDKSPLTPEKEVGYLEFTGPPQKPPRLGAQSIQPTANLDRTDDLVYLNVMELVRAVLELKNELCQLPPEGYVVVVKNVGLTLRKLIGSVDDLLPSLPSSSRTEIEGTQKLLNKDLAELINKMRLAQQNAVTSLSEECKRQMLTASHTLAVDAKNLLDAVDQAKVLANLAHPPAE
HUVEC tox IL1B: HUVEC cytotoxicity counter-screen, IL-1B stimulated. HUVEC cell count loss, Hoechst imaging. cell count reduction, % at 2 µM. actives 0.41% (n = 94,000);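 active = cell count reduction more than 3 SD above the screen-wide mean, cut at about 70% in these data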;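 note: normalized per plate to untreated control cells as the no-loss baseline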
FAK inh: blocks human focal adhesion kinase activity; inhibition, %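 (tested at 7 µM)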; biochemical FAK kinase activity assay; Q05397; actives 0.84% (n = 97,000); in the data active = inhibition above about 19%;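 note: 0% = DMSO and 100% = reference compound high control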
cytoskel mod: alters cytoskeleton assembly in HUVEC cells; HUVEC TNFa F-actin phalloidin imaging, high content; inhibition, % at 2 µM; actives 0.18% (n = 91,000); AID 836;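 active = inhibition above the batch mean plus 3 SD and confirmed as a hit by visual image inspection, cut at about 30% in these data, passing the limit was not always enough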; note: strong numbers were not always called active
TNFa cytotox: HUVEC cytotoxicity counter-screen, TNF alpha stimulated; cell count reduction, % at 2 µM; actives 0.17% (n = 93,000); AID 848; HUVEC TNFalpha-stimulated, Hoechst cell count, imaging;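 active = cell count reduction exceeding the screen mean by over 5 SD, scaled to untreated wells per plate, cut at about 78% in these data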;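 note: cells counted after 24 h of TNF alpha exposure following the 1 h pretreatment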
Starred values were filed as active, the others as inactive; . = not tested or not shown; [ ] = remark or other dose.

Fields: PTPN22 inh 2, VCAM1 TNFa inh, ERa coact inh, PTPN22 act, PTK2B oligo ant, HUVEC tox IL1B, FAK inh, cytoskel mod, TNFa cytotox
Cn1c2c(c(=O)n(C)c1=O)C(NS(=O)(=O)c1ccc(Cl)cc1)(C(F)(F)F)C(=O)N2 (configuration not stated)
 : -10, -8, -3[fluorescence artefact?], 11, 0.01, 1, 2, 15, -26
Cc1c(N=C/C=C/c2ccccc2)cnn1C
 : 0, 4, -32, -2, 1.2, -16, 3, 7, -14
COc1ccc(C(=O)Cn2nnc(-c3ccccc3NC(=O)C(F)(F)F)n2)cc1
 : -2, 7, 33, 1, 0.32, 11, -3, 6, -27
O=S(=O)(Nc1ccc2c(c1)nc1n2CCN(Cc2ccccc2)C1)c1ccc(F)cc1
 : -9, 19, 1, 7, 0.56, -9, 3, -45, -8
CCCCCC1CCC(C(=O)O)CC1 (configuration not stated)
 : 6, -8, -4, -7, 2, 24, 6, 1, -12
CCOc1cc(/C=C(/C#N)c2nc3ccccc3[nH]2)ccc1OCc1ccc(C(=O)O)o1
 : 10, -1, ., -7, -0.73, -14, 5, 15, 7
Cc1ccc(S(=O)(=O)N=Nc2c(O)[nH]c3ccccc23)cc1C
 : 2, 1, -9, 0, 0.22, 19, -2, ., -28
COC(=O)Nc1sccc1C(=O)Nc1sccc1C(=O)OC
 : 9, 9, 12[fluorescence artefact?], -10, 3.1, -18, -5, -9, -1
COCc1cc(C)nc(Nc2ccc(C)c(C)c2)c1C#N
 : -9, 9, 3, 6, 0.11, 32, -3, -1, -32
CN(C)c1ccc(C2NCC(CCl)O2)cc1 (configuration not stated)
 : 10, 12, ., -8, 0.77, -19, 5, 0, -18
CC(C)(C)SCCNS(=O)(=O)c1ccc(F)cc1
 : 0, 2, -7, -2, -0.74, -19, -2, 8, -42
Cc1nn(C)cc1CNC(=O)c1ccc(Br)o1
 : -8, -58, -12, 6, 0.52, -20, 4, 4, -50
CCn1c(COc2ccccc2C)nnc1SCC(=O)Nc1ccc2c(c1)OCCO2
 : 4, -16, 9[fluorescence artefact?], -6, -0.78, -8, 0, 8, -12
O=C(Nc1cccs1)Nc1ccccc1Cl
 : 2, 5, 16, -2, -0.54, -2, 2, ., -13
CCc1ccc(CCC(=O)Nc2ccc(C(C)=O)cc2)o1
 : -8, 2, -34, 5, 0.88, -7, -2, -6, -12
Cc1ccc(-c2noc(CSc3nnnn3C3CCCCC3)n2)cc1
 : -2, 13, 1, -1, ., -4, 2, 17, -42
Cn1c(=O)[nH]c(=O)c2c1nc(NCc1ccco1)n2CCCc1ccccc1
 : 3, 22, 10, -1, -1.1, 18, 1, 16, 4
Cc1cc2oc(=O)cc(CN3CCN(Cc4ccc5c(c4)OCO5)CC3)c2cc1C
 : 13, 5, 0, -10, 0.04, 26, 2, 6, -11
O=C(CSc1ncn[nH]1)NCc1ccccc1
 : -2, -12, 23, 2, -0.46, 8, 8, -29, 1
Cc1ccc(S(=O)(=O)N(C)CC(=O)N2CCOCC2)cc1
 : -6, -4, -25, 1, 0.16, -52, -1, 2, -14

Single records (already shown). Order of values: PTPN22 inh 2 | VCAM1 TNFa inh | ERa coact inh | PTPN22 act | PTK2B oligo ant | HUVEC tox IL1B | FAK inh | cytoskel mod | TNFa cytotox
Listed for O=C(CSc1ncn[nH]1)NCc1ccccc1 → -2 | -12 | 23 | 2 | -0.46 | 8 | 8 | -29 | 1
Listed for Cc1ccc(S(=O)(=O)N=Nc2c(O)[nH]c3ccccc23)cc1C → 2 | 1 | -9 | 0 | 0.22 | 19 | -2 | . | -28

The results go on.
Fields: PTPN22 inh 2, VCAM1 TNFa inh, ERa coact inh, PTPN22 act, PTK2B oligo ant, HUVEC tox IL1B, FAK inh, cytoskel mod, TNFa cytotox
Cc1ccc(S(=O)(=O)N2CCCC2C(=O)OCc2ccco2)cc1 (configuration not stated)
 : 13, -11, 33, -12, 1.5, 6, 3, 14, 8
COc1ccc(CCNS(=O)(=O)c2cn(C)c(=O)n(C)c2=O)cc1OC
 : 5, 2, -2, -6, ., 13, 1, -30, 8
CCOC(=O)/C(=N\NC(=O)c1ccccc1)c1ccccc1
 : -3, 7, -2, 3, 1.1, ., 2, -5, -20
COc1ccc(NS(=O)(=O)c2ccc(NS(C)(=O)=O)cc2)cc1
 : 0, -6, -6, -1, 0.47, -9, 0, -10, -11
COc1cc(OC)cc(C(=O)NCC(=O)OC2CCOC2=O)c1 (configuration not stated)
 : -7, 2, ., 5, 0.42, 8, -6, 20, -30
CCOC(=O)c1csc(NC(=O)c2ccccc2)n1
 : -27, 1, 4, 23, ., 15, 0, 5, -16
Cc1nc(NC(=O)C2CCCCC2)sc1C
 : 6, 5, 0, 0, -0.25, -9, 2, 22, -31
FC(F)(F)c1cccc(N2CCN(c3ccc4nnc(-c5ccccc5)n4n3)CC2)c1
 : 9, -2, ., -11, 1.9, -6, -7, -2, -3
CC1CCCCN1S(=O)(=O)c1ccc(NC(=O)c2cccs2)cc1 (configuration not stated)
 : 14, -6, -1, -11, -2.5, 6, 0, 14, -19
O=C(O)C1Cc2c([nH]c3ccccc23)C(c2ccc3c(c2)OCO3)N1 (configuration not stated)
 : -7, -10, -2, 5, -0.46, 10, 1, -17, -28
CN1C(=O)NC(c2cccc(O)c2)C(C(=O)c2cccs2)C1(O)C(F)(F)F (configuration not stated)
 : -7, 5, 4, 5, 0.27, -19, -2, -17, 14
CCOC(=O)N1CCN(C(=O)CN(c2cccc(C)c2)S(=O)(=O)c2ccccc2)CC1
 : -1, 6, 5, -2, -0.2, -21, -2, 13, -6
COc1ccccc1N1CCN(C(=O)CSc2nnc3n2C(C)(C)Cc2ccccc2-3)CC1
 : 10, 2, -5, -9, 0.56, -19, 4, 2, -28
COc1cccc(NC(=O)COC(=O)c2ccc(S(=O)(=O)NCc3ccco3)cc2)c1
 : -7, 2, ., 6, -0.16, -1, 2, 11, -10
C=CCOC(=O)C1=C(C)NC(SC)=C(C#N)C1c1ccc(OCC)cc1 (configuration not stated)
 : -3, 6, 3, 0, -3.1*, 2, -1, -28, -24
COc1cc(C(=O)NNC(=O)NC2CCCCC2)cc(OC)c1OC
 : 3, 0, ., 1, 2.4, -25, -3, 0, -1
Cc1nn(C)c(C)c1S(=O)(=O)N1CCc2ccccc21
 : 0, -10, -3, 0, -0.76, 10, 2, -1, -15
CCc1ccc(-c2cn(-c3nc(C)cc(C)n3)c(=N)o2)cc1
 : 8, -18, 14[fluorescence artefact?], -4, -0.55, 35, 8, -12, -8
CCOP(=O)(O)c1ccccc1OCCOCCOc1ccccc1P(=O)(O)OCC
 : -8, 10, 3[fluorescence artefact?], 8, -0.59, -3, 5, ., -5
O=C(C1Cc2ccccc2CN1S(=O)(=O)c1cccs1)N1CCCCCC1 (configuration not stated)
 : 6, 2, ., -3, -1.1, 8, 0, -2, -19
CSc1ccc(S(=O)(=O)Nc2ccc(N3CCOCC3)c(Cl)c2)cc1
 : -6, 0, -5, 6, -1.6, -10, 16, 14, -12
O=C(c1cc(S(=O)(=O)N2CCCCC2)ccc1F)N1CCCCC1
 : 7, 9, ., -9, 0.08, -20, -3, -68, 16
O=C(O)c1ccccc1S(=O)CCO (configuration not stated)
 : 4, 11, -9, -3, 0.67, 3, 1, ., -20
O=C(O/N=C(\c1ccccc1)c1ccccn1)c1ccc(Cl)c(Cl)c1
 : -2, 17, ., 0, 0.55, -36, 1, -17, -24
CC(Oc1ccc(Br)cc1)C(=O)N1CCc2ccccc21 (configuration not stated)
 : -1, -14, 0, -4, -1.9, 4, 0, 2, -5
Nc1nc2c(s1)CCc1c-2cnn1-c1ccccc1
 : -4, -4, ., 3, -2.3, -38, 19, -23, 0
CCOC(=O)CN1C(=O)C(=O)c2cccc(C)c21
 : -4, 10, 0, 1, ., 6, -1, -3, -14
COc1ccc(-c2nc3cc(NC(=O)c4ccc5c(c4)OCO5)ccc3o2)cc1
 : 14, 0, 40[fluorescence artefact?], -16, 0.01, 17, 9, -6, -20
CCCc1c(O)nc(SCC(=O)NCCc2ccc(OC)c(OC)c2)[nH]c1=O
 : 0, ., 11, 4, 0.23, 4, 1, ., .
CCC1SC2=NC(C)=C(C(=O)OC)C(c3ccc(C)cc3)N2C1=O (configuration not stated)
 : 13, -4, -7, -13, 0.81, 22, 0, -8, -10
CC1CN(Cc2ccccc2)c2nc3c(c(=O)n(C)c(=O)n3C)n2C1 (configuration not stated)
 : -1, -13, ., 6, 1.4, 2, 0, -16, -20
O=C(N1CCCCCC1)N1CCN(S(=O)(=O)c2ccccc2)CC1
 : 7, 1, 2, -7, -0.28, 4, 0, 9, -11
COC(=O)CN1C(=S)N(Cc2ccccc2)C(=O)C1CC(=O)Nc1ccc(Br)cc1 (configuration not stated)
 : 20, -6, ., -17, -0.91, 2, 1, 4, -22
O=C(NCc1ccco1)c1ccc2c(c1)N(Cc1ccccc1)C(=O)CS2=O (configuration not stated)
 : -12, 4, ., 10, ., 5, 0, 5, -22
CCC(Cc1ccccc1)NC(=O)C1CCN(S(=O)(=O)c2c(C)noc2C)CC1 (configuration not stated)
 : 0, -3, 2[fluorescence artefact?], 1, -0.15, -22, 0, 3, -7
CCOc1cc(C)nc(NCCc2ccc(OC)c(OC)c2)n1
 : 1, -23, -17, 0, -1.4, -12, -1, 2, -16
Cc1c(C2(O)C(=O)Nc3ccc(F)cc32)c(=O)n(-c2ccccc2)n1C (configuration not stated)
 : -6, 6, 3, 0, 0.46, -16, 0, -7, -17
Oc1c(Cl)cccc1C=Nc1cc(C(F)(F)F)ccc1N1CCCC1
 : -8, 4, ., 5, -0.23, -5, -3, 3, -5
CC(=O)c1ccc(NS(=O)(=O)c2ccccc2)cc1
 : -3, -5, 1, 2, -0.03, -14, -29, -2, -9
O=C(CCS(=O)(=O)c1ccc(Br)cc1)N1CCN(c2ccc(Cl)cc2)CC1
 : -3, 4, 5, 5, -0.19, 3, 1, -20, 5
CCOC(=O)C1=C(C)NC(C)=C(C(=O)OCC)C1/C=C/c1ccccc1
 : 12, -1, ., -7, -2.8, -35, 1, -14, 2
CC(O)Cn1c(=O)c2c(nc(Br)n2Cc2ccccc2)n(C)c1=O (configuration not stated)
 : 6, -5, -3, -8, -0.02, 5, -1, -10, -7
Cc1cc(N2CCN(C(=O)c3ccco3)CC2)n2nc(-c3cccc(F)c3)cc2n1
 : -7, -1, 29[fluorescence artefact?], 6, -0.79, -6, 1, -58, -13
COc1ccc(C2CC(C(F)(F)F)n3ncc(C(=O)Nc4cccc(O)c4)c3N2)cc1OC (configuration not stated)
 : 5, -33, ., -5, -1.4, 1, -3, 19, 1
COc1cc(/C=C(\C#N)c2nc3ccccc3[nH]2)ccc1Oc1ccc([N+](=O)[O-])cn1
 : 5, 5, ., 0, -3.3*, -4, 5, 8, 4
CCOc1ccccc1NC=C1C(=O)OC2(CCCCC2)OC1=O
 : -15, 0, -3, 11, -0.55, -1, -3, ., -18
O=C(CSc1nnc(-c2ccc(F)cc2)o1)Nc1ccccc1N1CCOCC1
 : 2, 13, -3, -1, 0.23, -35, 3, 9, -36
CS(=O)(=O)Nc1ccc(C(=O)NC2CCCC2)cc1
 : -14, 12, -15, 8, -0.53, 1, -3, -6, -20
COC(=O)C1(Cc2ccccc2)NC(c2ccccc2C)C2C(=O)N(c3ccc4c(c3)OCO4)C(=O)C21 (configuration not stated)
 : 9, -2, -16, -9, -1.9, -2, 1, 38, -28
CCOC(=O)N(C)OC(=O)Nc1ccc(Cl)c(Cl)c1
 : 0, 2, 4, -2, -0.04, -89, -1, 5, -49
Brc1cccc(-c2nnco2)c1
 : 4, ., -7, 0, 0.02, 5, 6, ., .
CS(=O)(=O)N(Cc1ccccc1)c1ccc(C(=O)N2CCOCC2)cc1
 : -2, 4, -31, 2, 0.73, 11, 1, -14, -24
Cc1cccc(-c2n[nH]c(=S)n2Cc2ccccc2)c1
 : 5, 2, 19[fluorescence artefact?], -5, 1.8, -17, 0, 20, -20
Cn1cc(CC(=O)NCCCN2CCCC2=O)c2ccccc21
 : 8, 11, 0, -10, ., -11, ., -8, -3
CC(C)CC(=O)NC(NCC1CCCO1)C(Cl)(Cl)Cl (configuration not stated)
 : -9, 5, ., 7, 0.2, -6, -1, 1, -16
